Source: PubChem (National Center for Advancing Translational Sciences (NCATS))
ELG1 DNA repair – ELG1-dependent DNA repair inhibition; HEK293T ELG1-luciferase reporter, luminescence, 16 h; DNA damage induced by 5-fluorouridine; Potency, µM (top dose mostly 46.1 µM), inactives show at the top dose activity change, negative = inhibition, hits mostly inhibitors; AID 504467; 330,000 tested, 2.3% active; further: potency means the concentration at half of the fitted maximal effect; on the % scale 0 is the no-effect control and ±100 the full control effect; nearly all actives have a fitted effect of over 55% in size
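In this reporter screen, reduction of luminescence relative to DMSO vehicle indicated activity. Compounds and 5-fluorouridine were added together to 2,000 cells per well, incubated for 16 hr at 37 °C, then developed with ONE-Glo.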
FLuc counter – inhibits or activates purified firefly luciferase, miR-21 counter-screen; P08659; purified FLuc, Km substrates, luminescence inhibition; Potency, µM (doses to about 57.5 µM), inactives show at the highest dose activity change, negative = inhibition, hits mostly inhibitors; 360,000 tested, 6.9% active; AID 588342;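 further: potency means the concentration at half of the fitted maximal effect; plate controls were vehicle for no effect and reference inhibitor for full effect; nearly all actives have a fitted effect of over 55% in size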
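Purified P. pyralis luciferase, 10 nM final, with Km-level 10 uM D-luciferin and 10 uM ATP in 50 mM Tris acetate pH 7.5, 10 mM Mg acetate, 0.01% Tween-20, 0.05% BSA; 6-point qHTS titration about 60 µM downward; luminescence read.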
RORg inh – blocks mouse ROR gamma transcriptional activity; Drosophila S2 Gal4-RORgamma UAS-luciferase reporter, 20 h; P51450; Potency, µM (doses to about 53.6 µM), for the others: top-dose activity change, negative = inhibition, actives largely listed as inhibitors; 310,000 tested, 5.4% active; further: potency means the concentration at half of the fitted maximal effect; on the % scale 0 is the no-effect control and ±100 the full control effect; nearly all actives have a fitted effect of over 60% in size
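A Gal4/UAS one-hybrid system in insect cells: metallothionein-promoter Gal4–ROR gamma fusion plus Photinus luciferase reporter. Copper sulfate 700 uM final, 20 hr ambient incubation, luminescent detection after 10 min with reagent.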
VP16 counter – Gal4-VP16 reporter inhibition counter-screen | Drosophila S2 Gal4-VP16 UAS-luciferase, luminescence, 20 h | 310,000 tested, 3.5% active | AID 2546 | Potency, µM (titrated, usually from 53.6 µM), for inactives: at the top dose activity, negative = inhibition, usual class: inhibitors;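 further: Gal4-VP16 expression switched on by copper sulfate through the metallothionein promoter; potency means the concentration at half of the fitted maximal effect; on the % scale 0 is the no-effect control and ±100 the full control effect; nearly all actives have a fitted effect of over 50% in size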
Rab9 promoter act – activators of Rab9 promoter; 320,000 tested, 2.8% active; Potency, µM (doses to about 9.22 µM), inactives show at the top dose activation, negative = inhibition, hits mostly activators; Huh7 Rab9 promoter-luciferase reporter, luminescence, 24 h; further: potency means the concentration at half of the fitted maximal effect; % of control where 0% means no effect; nearly all actives have a fitted effect of over 60% in size
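Using Huh7 cells stably transfected with Rab9 promoter–luciferase, compounds were incubated 24 h at 37 °C, 5% CO2; luciferase luminescence was read 10 min after reagent addition.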
KCNH2 3.1 block – inhibitors of human KCNH2 3.1 potassium channel isoform. U2OS KCNH2 3.1, thallium flux FluxOr; hits give low values. activity change, % (tested at about 1.8 µM). 340,000 tested, 0.95% active. AID 720553;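 active means maximum activity change below -70%; inconclusive means maximum activity change from -70% to -50%; inactive means maximum activity change above -50%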;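 further: thallium influx rate constant from kinetic fluorescence after stimulation buffer; on the % scale 0 is the no-effect control and ±100 the full control effect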
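U2OS cells transduced with KCNH2 3.1 mutant virus (1.77 x 10^8 /mL, 4 h), plated overnight at 37 C, loaded 45 min with FluxOr dye plus Red40 quencher. Thallium flux rate constant from kinetic reads after stimulation buffer, normalised to controls.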
MBNL1 CUG block – blocks human MBNL1 binding to CUG repeat RNA; AID 2675; TR-FRET MBNL1-His/biotin-(CUG)12 binding, 665/545 ratio; 280,000 tested, 0.036% active; Q9NR56; Potency, µM (highest dose often 57.5 µM), for the others: at the top dose activity change, negative = inhibition, most hits filed as inhibitors; active means well fitted inhibition curve with a large enough effect in the signal ratio, with a control signal flat, not every such curve was filed as active; inconclusive means small, poorly fitted or top-dose-only effect, or effect the other way, or a change in a side signal; inactive means no such curve, though single readings can be large or run the other way; the % refers to the signal ratio; further: potency means the concentration at half of the fitted maximal effect; on the % scale 0 is the no-effect control and ±100 the full control effect
Target sequence (Q9NR56 whole entry, looked up): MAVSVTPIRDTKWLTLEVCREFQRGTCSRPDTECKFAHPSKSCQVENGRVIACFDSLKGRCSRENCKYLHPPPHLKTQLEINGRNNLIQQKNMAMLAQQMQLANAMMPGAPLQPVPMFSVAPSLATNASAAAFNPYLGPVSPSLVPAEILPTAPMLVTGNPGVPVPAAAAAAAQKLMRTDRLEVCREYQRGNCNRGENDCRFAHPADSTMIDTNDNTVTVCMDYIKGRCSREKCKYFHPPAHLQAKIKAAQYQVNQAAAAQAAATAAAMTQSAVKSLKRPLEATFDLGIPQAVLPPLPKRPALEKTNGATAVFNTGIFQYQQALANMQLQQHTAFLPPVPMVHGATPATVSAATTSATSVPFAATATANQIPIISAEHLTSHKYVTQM
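MBNL1-His + Biotin-(CUG)12, cpd titration 92 nM–58 uM; Tb anti-His Ab 0.055 ng/ul, SA-XL665 5 nM (final); 60 min RT; ratiometric 665/545 nm, Ex 340 nm; normalized to buffer and full-complex controls.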
NPC1 prom act – activates the NPC1 promoter. Huh7 NPC1 promoter luciferase reporter, 24 h. Potency, µM (titrated, usually from 9.22 µM), for the others: at the top dose activation, usual class: activators. 320,000 tested, 2.4% active. AID 485313;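 further: potency means the concentration at half of the fitted maximal effect; % of control where 0% means no effect; nearly all actives have a fitted effect of over 60% in size; reporter is driven by a mutant NPC1 promoter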
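Stably transfected Huh7 (NPC1 promoter→luciferase), 1500 cells/well in Opti-MEM + 10% FBS, 2 h settle, then compound 24 h at 37 °C. Luminescence after 10 min with Amplite reagent.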
Mito fusion yeast – mitochondrial division inhibition or fusion activation | S. cerevisiae fusion-defective mutant growth rescue, CellTiterGlo 48 h | Potency, µM (doses to about 46.1 µM), without a hit: top-dose growth rescue (activation), actives largely listed as activators | 320,000 tested, 0.23% active;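 further: potency means the concentration at half of the fitted maximal effect; % of control where 0% means no effect; nearly all actives have a fitted effect of over 45% in size; temperature-sensitive fusion mutants such as fzo1-1 at 37 °C on non-fermentable ethanol glycerol medium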
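Luminescent cell viability in 1536-well qHTS format served as the measure of rescued growth in ts fusion-mutant S. cerevisiae cultured on non-fermentable YPEG for 48 hours at 37C.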
Menin MLL FP TR – displaces Texas Red mutant MLL peptide from human menin; O00255; Menin + Texas Red MLL mutant peptide, fluorescence polarization; Potency, µM (top dose mostly 61.6 µM), inactives show at the highest dose FP activity change, negative = inhibition, usual class: inhibitors; 270,000 tested, 0.23% active; AID 1768; active means well fitted inhibition curve with a large enough effect in the polarisation, with a control signal flat, not every such curve was filed as active; inconclusive means small, poorly fitted or top-dose-only effect, or effect the other way, or a change in a side signal; inactive means no such curve, though single readings can be large or run the other way; the % refers to the polarisation; further: potency means the concentration at half of the fitted maximal effect; % of control where 0% means no effect; many of its hits are not listed in these tables
PKM2 activator – PKM2 (human) enzyme activation. purified PKM2, Kinase-Glo ATP luminescence, activation; response scale: 0% is enzyme alone, no compound. Potency, µM (highest dose often 57.5 µM), for the others: top-dose activation, actives largely listed as activators. 260,000 tested, 0.34% active; further: potency means the concentration at half of the fitted maximal effect; on the % scale 0 is the no-effect control and ±100 the full control effect; nearly all actives have a fitted effect of over 55% in size
Target sequence (P14618 whole entry, looked up): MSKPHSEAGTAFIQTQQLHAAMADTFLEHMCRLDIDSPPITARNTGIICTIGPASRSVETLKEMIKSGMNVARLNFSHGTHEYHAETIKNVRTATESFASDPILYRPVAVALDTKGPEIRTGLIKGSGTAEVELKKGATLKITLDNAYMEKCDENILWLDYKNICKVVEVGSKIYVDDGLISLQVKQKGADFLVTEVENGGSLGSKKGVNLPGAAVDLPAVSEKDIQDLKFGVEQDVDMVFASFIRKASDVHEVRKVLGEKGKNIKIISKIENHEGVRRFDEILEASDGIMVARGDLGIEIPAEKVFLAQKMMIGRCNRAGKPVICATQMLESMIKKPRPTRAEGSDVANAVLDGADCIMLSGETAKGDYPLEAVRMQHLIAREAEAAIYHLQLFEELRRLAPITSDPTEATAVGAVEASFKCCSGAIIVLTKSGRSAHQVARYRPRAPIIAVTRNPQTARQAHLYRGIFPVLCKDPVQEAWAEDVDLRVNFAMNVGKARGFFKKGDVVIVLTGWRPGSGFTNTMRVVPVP
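Purified hPK-M2 (>95% pure) converted ADP (0.1 mM final) to ATP with 0.5 mM PEP in 50 mM imidazole pH7.2, KCl, MgCl2, Tween 20, BSA; 1 h at room temperature. ATP detected by Kinase-Glo luminescence.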
Active calls of the source: *; ? = inconclusive; / = no result given; & = joins results of further samples; [ ] = another dose, or the depositor's remark. Unless noted, the call rests on the fitted dose curve; in most records, active means well fitted curve in the direction sought with a large enough effect; inconclusive means small, poorly fitted or top-dose-only effect, or another doubt; inactive means no such curve, though single readings can be large; an effect the other way counts as inactive or inconclusive. The list is partial; the hit share may differ from the screen's.

SMILES | ELG1 DNA repair | FLuc counter | RORg inh | VP16 counter | Rab9 promoter act | KCNH2 3.1 block | MBNL1 CUG block | NPC1 prom act | Mito fusion yeast | Menin MLL FP TR | PKM2 activator
COc1cccc(/C=N/NC(=O)CN2CC(c3ccccc3)CC2=O)c1O (stereo unspecified) | -12% | 12µM* | 0.56µM* | 1.3µM* | -19% | 1 | 4% | -8% | 3% | 1% | -13%
O=C1C2C3C=CC(C2C(=O)N1CCCO)C1C2C(=O)N(CCCO)C(=O)C2C31 (stereo unspecified) | -5% | 0% | -1% | 6% | -8% | -3 | -15% | 10% | -1% | -2% | -14%
O=C(Cn1c(=O)oc2cc(S(=O)(=O)N3CCOCC3)ccc21)N1CCc2ccccc2C1 | ? | 1% | 1% | 9% | 13% | -4 | 2% | 0% | 1% | -3% | 15%
COc1ccc(N(CC(=O)N2CCN(c3ccccc3F)CC2)S(=O)(=O)c2c(C)noc2C)cc1 | 23% | 1%&-7% | -9% | 2% | 0% | 8 | -4% | -5% | 2% | ? | /
N#C/C(=C(/O)c1ccco1)c1nc2ccccc2s1 | ? | 8.5µM* | ? | -11%&-27% | 3.2µM* | 8&-1 | 2% | 2.2µM* | 18%&-4% | ? | -16%&-20%
CC(C)CCNC(=O)CNC(=S)N(Cc1ccccc1)Cc1cccnc1 | -12% | -2% | 45% | 13% | -4% | 13 | / | -1% | -4% | -12% | -3%
COc1c(C)cc(C(=O)C2CCCN(C(=O)CCCn3cncn3)C2)cc1C (stereo unspecified) | -15% | -5% | 12% | -1% | -1% | -14 | -5% | -3% | -5% | / | -1%
CC(=O)c1ccc(NC(=O)CSc2nc(C3CC3)nc3ccccc23)cc1 | 0% | -1% | 30% | 10% | -2% | -5 | 26% | 2% | 7% | ? | /
CCC1CCCCN1CCN1C(=O)C2C(C(=O)Nc3cccc(OC)c3)C3C=CC2(O3)C1C(=O)NC1CCCCC1 (stereo unspecified) | 1% | -1% | 1% | -1% | -2% | -4 | -2% | -3% | -8% | -9% | 1%
Fc1ccccc1CN1CCC(Cc2ccccc2)CC1 | -24% | -3% | -30% | 1% | -6% | 5 | -2% | 1% | 0% | -24% | 0%
Cc1nc([N+](=O)[O-])c(C(=O)OCc2ccccc2)n1C | 25% | -3% | ? | 9% | -4% | 18 | ? | -2% | -5% | -3% | 20%
CC(NC(=O)c1cc([N+](=O)[O-])cc([N+](=O)[O-])c1)C1CC2CCC1C2 (stereo unspecified) | -17% | -1% | -29% | -10% | -3% | 9 | ? | -2% | -12% | ? | 1%
CCOC(=O)C1(Cc2cccc(Cl)c2)CCCN(C(=O)c2cc(CC)on2)C1 (stereo unspecified) | ? | ? | 60% | ? | 8% | / | -6% | 3% | ? | / | /
O=C(COc1ccccc1)Nc1c2c(nn1-c1ccccc1)CS(=O)C2 (stereo unspecified) | 2% | 4% | 2% | -2% | -1% | -2 | -3% | 0% | -2% | / | -1%
O=C(Nc1ccc2nc3n(c(=O)c2c1)CCCC3)c1ccccc1[N+](=O)[O-] | 4% | -3% | 19%[10 µM] | 0% | 2% | -7 | / | -2% | 1% | 14% | -9%
O=C(Oc1ccc(Br)cc1)c1cncc(Br)c1 | 5% | 4.8µM* | 0% | -11% | -2% | -2 | -7% | 0% | 0% | -2% | 0%
COC(=O)c1[nH]c2cc(OC)ccc2c1NC(=O)CCN1CCCC(C)(C)C1 | 11% | -1% | -6% | -2% | 6% | -6 | 10% | -6% | -3% | -1% | -1%
COCCn1c(SCC(=O)NC(=O)Cc2ccccc2)nc2ccccc2c1=O | 0% | / | / | / | -1% | -12 | / | -3% | 0% | / | /
Nn1cc(-c2ccccc2)nc1SCC(=O)NC1CCS(=O)(=O)C1 (stereo unspecified) | -1% | -3% | 13% | 1% | -4% | -14 | -1% | -4% | -4% | 1% | 0%
CCCc1cc(C(=O)O)c2ccccc2n1 | 13% | -1% | 6% | -4% | 7% | 6 | -17% | 9% | -3% | 11% | -19%

A second format for 2 compounds above.
Values run as follows: ELG1 DNA repair, FLuc counter, RORg inh, VP16 counter, Rab9 promoter act, KCNH2 3.1 block, MBNL1 CUG block, NPC1 prom act, Mito fusion yeast, Menin MLL FP TR, PKM2 activator
> COc1c(C)cc(C(=O)C2CCCN(C(=O)CCCn3cncn3)C2)cc1C (stereo unspecified)
  -15%, -5%, 12%, -1%, -1%, -14, -5%, -3%, -5%, /, -1%
> O=C(COc1ccccc1)Nc1c2c(nn1-c1ccccc1)CS(=O)C2 (stereo unspecified)
  2%, 4%, 2%, -2%, -1%, -2, -3%, 0%, -2%, /, -1%

Next section.
SMILES | ELG1 DNA repair | FLuc counter | RORg inh | VP16 counter | Rab9 promoter act | KCNH2 3.1 block | MBNL1 CUG block | NPC1 prom act | Mito fusion yeast | Menin MLL FP TR | PKM2 activator
COc1ccc(CCNC(=O)c2nnn(-c3cc(C)cc(C)c3)c2N)cc1OC | ? | -2% | 15% | -3% | -3% | 8 | 9% | -1% | 0% | -3% | 2%
Cc1noc(C)c1COc1cccc(C(=O)Nc2cccnc2)c1 | -7% | -5% | -8% | -18% | -4% | 6 | / | -4% | 1% | -9% | -3%
Cc1c(NC(=O)c2cccc(NC(=O)COc3ccccc3C#N)c2)c(=O)n(-c2ccccc2)n1C | ? | 1.3µM* | / | / | 4µM* | -22 | / | 2.2µM* | -5% | / | /
CCCSc1nnc(C(C)C)n1N | 25% | -2% | 12% | -6% | -2% | 10 | -30% | 3% | -3% | 11% | -13%
O=C(CCC(=O)Nc1cccc(C(F)(F)F)c1)NCC1CCCO1 (stereo unspecified) | -9% | -2% | 0% | -2% | -7% | 19 | 0% | -5% | 2% | -2% | -1%
CCOC(=O)N1CCN(C/C(Cl)=C/c2ccccc2)CC1 | ? | ? | 31% | 3% | 12% | 5 | -2% | 21% | 4% | -25% | 1%
CCN1CC(CN(C)Cc2nc(-c3ccc(C(F)(F)F)cc3)oc2C)CC1=O (stereo unspecified) | -22% | -1% | ? | 3% | -1% | 4 | -2% | 2% | -5% | -23% | -14%
CCCCc1nc(N2CCN(C(=O)c3ccco3)CC2)c(C#N)c2c1CCCC2 | -4% | -1% | 11% | ? | 2% | -27 | 4% | -1% | -5% | / | /
CC1=NN(c2ccccc2)C(=O)/C1=C/C=C/c1ccc(N(C)C)cc1 | 0% | 4.8µM* | -12% | -12% | 6% | -6 | ? | 2% | -3% | ? | -36%
COc1ccc(N2CCN(c3n[nH]c(N)n3)CC2)cc1 | ? | 0% | 2% | -17%[10 µM] | -8%[1.84 µM] | 0 | -11% | -5% | 0% | -1% | 0%
CSc1nsc(SC)c1NC(=O)OCCc1ccccn1 | 0% | 3% | 5% | 3% | 4% | -14 | -12% | 1% | -1% | 0% | -4%
COc1ccc(C(=O)N2CC3(CC(c4cccc([N+](=O)[O-])c4)=NO3)C[C@H]2C(=O)NCC(N)=O)cc1 (stereo partly specified) | -1% | -3% | 4% | 5% | -2% | 13 | ? | 1% | -3% | 4% | -2%
Cc1[nH]c2ccccc2c1C(=O)NS(=O)(=O)Nc1ccc(Cl)cc1 | 2% | ? | -4% | -3% | 3% | 0 | 1% | -5% | 1% | -16% | -4%
O=C(N/N=C/c1c[nH]c2ccccc12)c1cccc(O)c1 | ? | 11µM* | 5% | 16% | -4% | -25 | 16% | 0% | 10% | 26% | /
O=C(O)c1cccc(NS(=O)(=O)c2ccc(C3CCCCC3)cc2)c1 | 1% | 27µM* | -7% | ? | -3% | 7 | -8% | -4% | 0% | ? | -1%

Sorted by the number under Menin MLL FP TR (high to low): 3 of the compounds above
Molecule,Rab9 promoter act,NPC1 prom act,Menin MLL FP TR,PKM2 activator
COc1ccc(CCNC(=O)c2nnn(-c3cc(C)cc(C)c3)c2N)cc1OC,-3%,-1%,-3%,2%
Cc1noc(C)c1COc1cccc(C(=O)Nc2cccnc2)c1,-4%,-4%,-9%,-3%
Cc1[nH]c2ccccc2c1C(=O)NS(=O)(=O)Nc1ccc(Cl)cc1,3%,-5%,-16%,-4%
